Assay outcomes as filed in PubChem.
GLS inhibitor: inhibitors of human glutaminase (GLS). AID 624170. GLS enzymatic activity, qHTS titration. O94925. Potency, µM (titrated, usually from 45.5 µM), without a hit: at the top dose activity change, negative = inhibition, actives largely listed as inhibitors. 410,000 tested, 0.21% active; active = well fitted inhibition curve with a large enough effect; inconclusive = small, poorly fitted or top-dose-only effect, or another doubt; inactive = no such curve, though single readings can be large or run the other way
Target sequence (O94925 whole entry, looked up): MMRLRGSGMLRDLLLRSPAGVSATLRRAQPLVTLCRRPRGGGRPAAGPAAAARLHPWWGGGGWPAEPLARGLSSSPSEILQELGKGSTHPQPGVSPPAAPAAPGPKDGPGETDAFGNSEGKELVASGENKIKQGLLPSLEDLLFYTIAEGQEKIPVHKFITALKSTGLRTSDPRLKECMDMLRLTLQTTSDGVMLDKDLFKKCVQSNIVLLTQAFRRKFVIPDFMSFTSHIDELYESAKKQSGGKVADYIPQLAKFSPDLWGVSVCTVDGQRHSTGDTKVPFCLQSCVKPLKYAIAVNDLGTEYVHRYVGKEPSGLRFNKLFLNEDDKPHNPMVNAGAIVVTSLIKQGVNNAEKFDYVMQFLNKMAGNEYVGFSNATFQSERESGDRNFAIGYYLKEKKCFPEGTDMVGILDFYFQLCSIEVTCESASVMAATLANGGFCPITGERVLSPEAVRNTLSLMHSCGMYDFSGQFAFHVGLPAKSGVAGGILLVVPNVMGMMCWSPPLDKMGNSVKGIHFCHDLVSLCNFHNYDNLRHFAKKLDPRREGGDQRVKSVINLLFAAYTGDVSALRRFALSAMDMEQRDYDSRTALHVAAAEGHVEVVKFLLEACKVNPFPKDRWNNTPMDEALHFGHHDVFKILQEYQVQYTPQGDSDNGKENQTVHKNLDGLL
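hKGA in 45 mM KH2PO4 pH 8.2, 0.02% Tween-20 with pin-transferred compounds; 1 mM L-glutamine (stock) plus glutamate oxidase/HRP/Amplex Red coupling added. Fluorescence read initially and after 30 min at RT.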
An asterisk follows results filed as active; u = inconclusive; [ ] = another dose, or the depositor's remark. % is scaled to controls: 0 for no effect and ±100 for the full control effect; potency is read from the fitted curve at half-maximal effect. This is a subset. The share of hits here may be higher or lower than overall.

SMILES	GLS inhibitor
CCOC(=O)[C@]12CCCC=C1N(Cc1ccc3c(c1)OCO3)C(=O)[C@H](CC(=O)NCC13CC4CC(CC(C4)C1)C3)C2	-8%
CC(=O)C1=CCC(c2cccc3ccccc23)N(S(=O)(=O)c2ccc(C)cc2)C1 (configuration not stated)	5%
O=S(=O)(NN=Cc1cccc(Cl)c1)c1ccccc1	14%
COc1ccc(-c2cc3nc(NCc4ccc(N(C)C)cc4)n(C)c(=O)c3s2)cc1OC	4%
NCCCNCCCCNC(=O)C(O)NC(=O)CCCCCCN=C(N)N (configuration not stated)	-7%
OC(c1ccc2ccccc2c1)c1ncc(-c2cccc3ccccc23)[nH]1 (configuration not stated)	2%
Cc1ccc(C(O)c2ncc(-c3ccc4ccccc4c3)[nH]2)cc1 (configuration not stated)	6%
O=C(NCc1c(Cl)cccc1Cl)c1[nH]c(C(F)(F)F)nc1-c1ccccc1	7%
CC(C)COC(=O)N1CCCCC1c1cc(C(=O)Nc2ccccc2)no1 (configuration not stated)	-18%
c1cnc2c(-c3ccc4nccn4c3)cccc2c1	-5%
O=C(C[n+]1ccc(C(=O)NCc2ccccc2)cc1)c1ccc(F)cc1	-23%
O=C(NCc1ccccc1)C1Cc2c(-c3cccc(F)c3)ccnc2O1 (configuration not stated)	-1%
O=C(Nc1ccc2c(c1)OCO2)c1csc([C@@H]2C[C@H](O)[C@@H](CO)O2)n1	-18%
CC(O)(c1ccccc1)c1nc(-c2cccc(F)c2)cs1 (configuration not stated)	2%
N#CC(=Nc1cccc(F)c1)C1=C(O)c2ccccc2C1=O	1%
CC(C)N(C(=O)c1ccc(Cc2cn(C)c3ccccc23)nc1)C(C)C	14%
C[C@H](NC(=O)[C@@H]1CCCN1C(=O)[C@@H]1CCCN1C(=O)c1cccs1)c1ccccc1	-2%
CCOC(=O)[C@@H](NC(=O)/C=C/[C@H]1O[C@@H](n2cc(C)c(=O)[nH]c2=O)C[C@@H]1O)C(C)C	-12%
CC(C)=CCn1c2ccc(NC(=O)Nc3ccc(N(C)C)cc3)cc2c(=O)n1C	7%
O=C1NC[C@@H](CCCCN2C[C@H](Cc3ccc(O)cc3)N(CCC3CCCCC3)C(=O)C2=O)N(CCc2ccc(O)cc2)C1=O	8%
NC(Cc1ccccc1)c1csc(Nc2nncc3ccccc23)n1 (configuration not stated)	-25%
Cc1c(C(=O)NCc2ccc(Cl)c(Cl)c2)sc(=O)n1Cc1ccc(S(=O)(=O)N(C)C)cc1	6%
COc1ccccc1-c1noc2c1C(=O)N(Cc1cn(-c3ccccc3OC)nn1)CC2	-1%
CC1(C(=O)NS(=O)(=O)c2ccc(Cl)cc2)CCN1C(=O)C/C=C/c1ccccc1 (configuration not stated)	7%
Nc1ccc(C=Cc2ccc(N)cc2)cc1	15%
CCNC(=O)c1cc2c(c(-c3cccc(-c4cccnc4)c3)n1)[C@H](CCO)N(S(C)(=O)=O)C2	-2%
COc1cc(CN2C[C@@H](CO)O[C@@H](n3cnc4c(N5CCOCC5)ncnc43)C2)cc(OC)c1OC	-2%
COc1cc(OC)nc(Nc2nc(C(N)Cc3ccc(Cl)cc3)cs2)n1 (configuration not stated)	13%
O=NN(CCCl)C(=O)NCC1=C[N+](=O)CC=C1	-11%
CCOC(=O)C1=CC[C@@H](c2ccncc2)N(S(=O)(=O)c2ccc(C)cc2)C1	-8%
COc1cc(OC)nc(Nc2nc(C(N)c3ccccc3)cs2)n1 (configuration not stated)	10%
CC(=O)Nc1ccc(-c2ccnc3c2CC(C(=O)Nc2cccnc2)O3)cc1 (configuration not stated)	-4%
Cn1c(N)nc(N)c(NC=O)c1=O	46%[activator]
CCOc1ccc(Cl)cc1-c1cc(C(=O)NCc2cccs2)[nH]n1	7%
C#CCNC(=O)C[C@@H]1C[C@@]2(C(=O)OC)CCCCC=C2N(Cc2ccccc2)C1=O	3%
O=C(NO)c1ccccc1	49%[activator][99.4 µM]
COCCNC(=O)C1(C)CCCN(C(=O)c2ccc(OC)c(OC)c2)C1 (configuration not stated)	1%
COc1cc(F)ccc1-c1csc(C(NC(C)=O)c2ccccc2)n1 (configuration not stated)	-7%
OC1c2cc(Cl)cc(Cl)c2N=C2CCCN21 (configuration not stated)	13%
CC1(C(=O)NS(=O)(=O)c2cccc(F)c2)CCN1C(=O)Cc1cccc2ccccc12 (configuration not stated)	13%
CC(C)C[C@@H]1Cc2[nH][nH]c(=O)c2[C@H](c2ccc(Cl)cc2)O1	16%
COc1ccc(CNC(=O)Nc2ccc3c(c2)c(=O)n(C)n3Cc2cccc(C(F)(F)F)c2)cc1	-4%
Cc1ccc(S(=O)(=O)N2C[C@H]3[C@H]4C(=O)N(C5CCCCC5)C(=O)[C@H]4CC(=O)[C@H]3[C@@H]2c2cccc3ccccc23)cc1	1%
CCCCC[C@@H](C)N1C[C@@H](COCc2ccccc2)Oc2cc(N3CC[C@@H](N(C)C)C3)ccc2S1(=O)=O	4%
CC(C)CC1OC(C(C)C)Cc2[nH]c(=S)[nH]c(=O)c21 (configuration not stated)	3%
COc1ccc(-c2coc3c(C(=O)Nc4ccc(OC)nc4)cccc23)c(C)c1	-1%
CN(CCc1ccccc1)C(=O)c1[nH]c(C(F)(F)F)nc1-c1ccccc1	-5%
C=Cc1ccc(Cn2c(C)c(C(=O)NCc3ccc4c(c3)OCCO4)sc2=O)cc1	-4%
CCOC1=C2[C@H](c3ccccc3Cl)N(S(=O)(=O)c3ccc(C)cc3)C[C@H]2C(C#N)(C#N)C(C#N)(C#N)C1	u
O=C(NCc1ccccc1)C1Cc2c(-c3ccc(Cl)cc3)ccnc2O1 (configuration not stated)	3%
Next records:
SMILES	GLS inhibitor
O=C(CC[C@H]1O[C@@H](n2ccc(=O)[nH]c2=O)[C@H](O)[C@@H]1O)N[C@H](Cc1ccccc1)C(=O)NC1CCCCC1	1%
Cc1nc2ccc(CN(C)c3ccc(C(=O)N[C@@H](CCC(=O)O)C(=O)O)s3)cc2c(=O)[nH]1	6%
Cc1ccc(F)c(S(=O)(=O)NC(=O)C2(C)CCN2C(=O)CCc2ccccc2)c1 (configuration not stated)	11%
Cc1cc(O)ccc1-c1cccc2nccn12	28%
COc1ccc(CCNC(=O)Nc2nc(CN)cs2)cc1OC	12%
CN(C)CCN(C)c1cc2c(c3c1ccn3C)C1CCC2O1 (configuration not stated)	22%
CC1=C(C(=O)N(C(C)C)C(C)C)CC(CC(=O)NCCc2ccccn2)C(=O)N1Cc1ccc(C(C)(C)C)cc1 (configuration not stated)	-3%
CCCCn1nnnc1C(c1ccccc1)N1CCCN(Cc2ccc(F)cc2)CC1 (configuration not stated)	18%
COc1ccc(CCCNC(=O)C2Cc3c(-c4ccc5c(c4)OCO5)ccnc3O2)cc1 (configuration not stated)	2%
C[C@@H](c1ccccc1)N1C[C@H](COCc2ccccc2)Oc2cc(N3CCC[C@H]3CO)ccc2S1(=O)=O	6%
N#Cc1ccc(NC(=S)/N=C(\N)c2ccccc2)cc1	-9%
CCOC(=O)[C@]12CCC=C1N(Cc1ccccc1)C(=O)[C@H](CC(=O)N1CCCC1)C2	0%
Cn1c(NCCc2ccncc2)nc2cc(-c3cccc(Cl)c3)sc2c1=O	-1%
Nc1nc(-c2ccccc2)c(Br)c(=O)[nH]1	6%
CN(C)c1ccc(-c2csc(C(C)(O)c3ccc(F)c(F)c3)n2)cc1 (configuration not stated)	7%
CC(=O)Nc1ccc(-c2ccnc3c2CC(C)(C(=O)NCC2CCOCC2)O3)cc1 (configuration not stated)	2%
CC1=C(C(=O)N2CCOCC2)CC(CC(=O)NCc2cccc3ccccc23)C(=O)N1Cc1ccc(C(C)(C)C)cc1 (configuration not stated)	-2%
COc1ccc(NC(=O)C2c3ccccc3OCC(=O)N2CCc2ccccc2)cc1 (configuration not stated)	-4%
CCOC(=O)C1=CCN(S(=O)(=O)c2ccc(Cl)cc2)C1c1ccc(C)cc1 (configuration not stated)	16%
COc1ccc(CC(N)c2csc(NC(=O)NCc3ccccc3)n2)cc1 (configuration not stated)	-3%
c1ccc(OCCNc2ccn3nc(-c4cccs4)cc3n2)cc1	2%
CCN1C(=O)N2C[C@H]3CON(C)[C@H]3C[C@H]2c2ccccc21	-2%
O=C(Nc1ccc2c(c1)OCCO2)C(c1ccnc2ccccc12)N1CCN(c2ccc(F)cc2)CC1 (configuration not stated)	12%
COc1ccc(C=O)c(-c2c(-c3ccccc3OC)sc3ccccc23)c1	-6%
COC(=O)[C@]12CCCCC=C1N(Cc1ccccc1)C(=O)[C@H](CC(=O)NCc1cccc(C(F)(F)F)c1)C2	-8%
CC(=O)Nc1cccc(-c2ccnc3c2CC(C)(C(=O)Nc2cccc(NS(C)(=O)=O)c2)O3)c1 (configuration not stated)	0%
CC(=O)c1ccc(Nc2nc(C(N)CC(C)C)cs2)cc1 (configuration not stated)	9%
COc1cccc(C(O)c2ncc(-c3cccc(F)c3)[nH]2)c1 (configuration not stated)	6%
CC1=C(C(=O)N(C(C)C)C(C)C)CC(CC(=O)NCc2cccs2)C(=O)N1CCCN1CCCC1=O (configuration not stated)	-8%
CC(=O)c1ccc(-c2cnc3c(NC=O)cc(-c4ccc(S(C)(=O)=O)cc4)cn23)cc1	-1%

15 compounds already listed, ordered by formula weight, lowest first:
SMILES	GLS inhibitor
O=C(NO)c1ccccc1	49%[activator][99.4 µM]
Nc1ccc(C=Cc2ccc(N)cc2)cc1	15%
Cc1cc(O)ccc1-c1cccc2nccn12	28%
CC(C)CC1OC(C(C)C)Cc2[nH]c(=S)[nH]c(=O)c21 (configuration not stated)	3%
O=S(=O)(NN=Cc1cccc(Cl)c1)c1ccccc1	14%
COc1ccc(CCNC(=O)Nc2nc(CN)cs2)cc1OC	12%
COc1ccc(C=O)c(-c2c(-c3ccccc3OC)sc3ccccc23)c1	-6%
CC(C)=CCn1c2ccc(NC(=O)Nc3ccc(N(C)C)cc3)cc2c(=O)n1C	7%
CCCCn1nnnc1C(c1ccccc1)N1CCCN(Cc2ccc(F)cc2)CC1 (configuration not stated)	18%
CC1(C(=O)NS(=O)(=O)c2ccc(Cl)cc2)CCN1C(=O)C/C=C/c1ccccc1 (configuration not stated)	7%
COc1ccc(-c2cc3nc(NCc4ccc(N(C)C)cc4)n(C)c(=O)c3s2)cc1OC	4%
Cc1c(C(=O)NCc2ccc(Cl)c(Cl)c2)sc(=O)n1Cc1ccc(S(=O)(=O)N(C)C)cc1	6%
CC1=C(C(=O)N(C(C)C)C(C)C)CC(CC(=O)NCc2cccs2)C(=O)N1CCCN1CCCC1=O (configuration not stated)	-8%
C[C@@H](c1ccccc1)N1C[C@H](COCc2ccccc2)Oc2cc(N3CCC[C@H]3CO)ccc2S1(=O)=O	6%
O=C1NC[C@@H](CCCCN2C[C@H](Cc3ccc(O)cc3)N(CCC3CCCCC3)C(=O)C2=O)N(CCc2ccc(O)cc2)C1=O	8%

Next part.
SMILES	GLS inhibitor
COc1cccc(C(O)c2ncc(-c3ccccc3)[nH]2)c1 (configuration not stated)	5%
CCc1nc2c(OCC3CCCCC3)cccn2c1N(C=O)Cc1ccc(OC)cc1	-13%
CC(C)(C(=O)N1CCC1(C)C(=O)NS(=O)(=O)c1ccc(C#N)cc1)c1ccccc1 (configuration not stated)	7%
CCCCC[C@@H](C)N1C[C@H](COCc2ccccc2)Oc2cc(N3CCC[C@@H]3CO)ccc2S1(=O)=O	-1%
CCCc1nc2ccc(Cl)cn2c1Cc1ccsc1	-2%
CCOC(=O)C1(C)CCN1C(=O)c1ccc(SC(F)(F)F)cc1 (configuration not stated)	0%
COc1ccc(Cl)cc1-c1cc(C(=O)NCc2cc(C(F)(F)F)cc(C(F)(F)F)c2)[nH]n1	6%
CCCCN(C(C)=O)c1c(CC)nc2ccc(C(=O)NCCc3ccccn3)cn12	4%
CC1(C(=O)Nc2cccc(C#N)c2)CCN1C(=O)c1ccccc1CCc1ccccc1 (configuration not stated)	-3%
CC(=O)c1sc(Nc2ccc3c(c2)OCO3)nc1C	12%
CC1(C(=O)Nc2cnc3ccccc3c2)CCN1C(=O)C/C=C/c1ccccc1 (configuration not stated)	-4%
COc1cc(NC(=O)C2(C)CCCN2C(=O)C(C)C)cc(OC)c1OC (configuration not stated)	-2%
Cc1cccc(C2CC(c3ccccc3)=NN2c2ccc(S(N)(=O)=O)cc2)c1 (configuration not stated)	13%
Cn1nc(C(C)(C)C)cc1C(=O)N1CCCCC1c1cc(C(=O)N2CCOCC2)no1 (configuration not stated)	2%
Cc1cccc(-c2cnc(C(O)c3ccc4ccccc4c3)[nH]2)c1 (configuration not stated)	-12%
COc1cccc(-c2oc3c(c2-c2ccc(OC)nc2)C(O)CCC3)c1 (configuration not stated)	7%
O=C1NC[C@@H](CCCCN2C[C@H](Cc3ccccc3)N(Cc3ccccc3)C(=O)C2=O)N(CCc2ccccc2)C1=O	15%
Cc1noc(C)c1S(=O)(=O)NC(=O)C1(C)CCN1C(=O)c1ccccc1CCc1ccccc1 (configuration not stated)	4%
COC(=O)[C@]12CCCCC=C1N(Cc1ccco1)C(=O)[C@H](CC(=O)N1CCN(C(=O)C3CC3)CC1)C2	-3%
O=C1NC[C@@H](CCCCN2CCN(Cc3ccccc3)C(=O)C2=O)N(CCC2CCCCC2)C1=O	18%
COc1ccc(Cc2c(C3CCCCC3)nc3c(C)cc(Br)cn23)c(C)c1	-10%
CCOC(=O)C1=CCN(S(=O)(=O)c2ccc(C)cc2)[C@H]1c1ccccc1Cl	6%
CNc1ncnc2c1ncn2[C@H]1CN(CCc2ccccc2)C[C@@H](CO)O1	5%
Cc1ccnc(Nc2ccc(CCO)cc2)n1	0%
Cc1cc(Br)ccc1NC(=O)CCCOc1cc(=O)n(C)c2ccccc12	u
O=C(NCC(F)(F)F)[C@H]1O[C@@H](n2ccc(=O)[nH]c2=O)[C@H](O)[C@@H]1O	u
Cc1cc2nc(-c3ccc(C#N)cc3)c(Cc3cccc(F)c3)n2c(C)c1Br	-20%
